# Source: PubChem BioAssay (National Center for Advancing Translational Sciences (NCATS))
# KB-V1 cytotox – KB-V1 MDR subline cytotoxicity; 400,000 compounds, 3.4% hits; KB-V1 MDR cells viability, CellTiter-Glo, 72 h; Potency, µM (doses to about 46.1 µM), for inactives: top-dose activity change, negative = cytotoxicity, most hits filed as cytotoxic; also: potency is read from the fitted curve at half-maximal effect; % is scaled to controls: 0 for no effect and ±100 for the full control effect; nearly all actives have a fitted effect of over 60% in size
#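 KB-V1 MDR subline cells in DMEM (phenol-red free, 10% FBS) exposed to compounds in qHTS concentration series for 72 h at 37 degrees C. Viability read by CellTiter-Glo luminescence; concentration-effect curves fitted after normalization and correction.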
# HEK293 tox – cytotoxic in the GLP-1 receptor inverse agonist counter-screen; HEK293 cAMP-luciferase reporter cells, luminescence, 24 h; 410,000 compounds, 0.13% hits; AID 624418; Potency, µM (series often up to 38.3 µM), for inactives: top-dose activity change, negative = inhibition, actives largely listed as inhibitors;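 also: loss of luciferase light is scored as toxicity; potency is read from the fitted curve at half-maximal effect; % is scaled to controls: 0 for no effect and ±100 for the full control effect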
#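 Quantitative HTS format, 1536 wells, 200 cells/uL seeded. Compounds: 23 nL, 24 h, 37 °C. Detection: luciferase reagent, luminescence at 12 min RT; decreased signal taken as cytotoxic.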
# GLP1R ag – activates the human GLP-1 receptor | Potency, µM (top dose mostly 45.6 µM), for inactives: at the top dose activation, actives largely listed as activators | P43220 | 380,000 compounds, 0.007% hits | HEK293 GLP-1R CRE-luciferase, luminescence, 4-6 h; cells express a hypersensitive GLP-1R form; also: potency is read from the fitted curve at half-maximal effect; % of control where 0% means no effect
# TDP43 rescue – rescues yeast growth from TDP-43 toxicity. TDP-43 expressing yeast growth rescue, BacTiter-Glo, 24 h. Potency, µM (titrated, usually from 46.1 µM), for the others: top-dose growth rescue (activation), most hits filed as activators. 410,000 compounds, 1.8% hits. AID 652104; also: potency is read from the fitted curve at half-maximal effect; % of control where 0% means no effect; nearly all actives have a fitted effect of over 50% in size
#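 Cell-based yeast growth screen: TDP-43 expression induced in galactose, inoculum OD600=0.02 after raffinose pregrowth to mid-log. Read-out BacTiter-Glo luminescence at 24 hr, 30 deg C; inhibition of toxicity seen as signal increase.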
# PTHR1 agonist – PTHR1 (human) receptor agonism; AID 743266; Potency, µM (titrated, usually from 115 µM), for inactives: at the highest dose activation, usual class: activators; 410,000 compounds, 0.075% hits; HEK293 GP2 PTHR1 cells, GloSensor cAMP luminescence, 1 h; also: potency is read from the fitted curve at half-maximal effect; nearly all actives have a fitted effect of over 55% in size; some results filed as inactive show a strong effect at the top dose; inactives centre near -15; many of its hits are not listed in these tables
# Target sequence (Q03431 whole entry, looked up): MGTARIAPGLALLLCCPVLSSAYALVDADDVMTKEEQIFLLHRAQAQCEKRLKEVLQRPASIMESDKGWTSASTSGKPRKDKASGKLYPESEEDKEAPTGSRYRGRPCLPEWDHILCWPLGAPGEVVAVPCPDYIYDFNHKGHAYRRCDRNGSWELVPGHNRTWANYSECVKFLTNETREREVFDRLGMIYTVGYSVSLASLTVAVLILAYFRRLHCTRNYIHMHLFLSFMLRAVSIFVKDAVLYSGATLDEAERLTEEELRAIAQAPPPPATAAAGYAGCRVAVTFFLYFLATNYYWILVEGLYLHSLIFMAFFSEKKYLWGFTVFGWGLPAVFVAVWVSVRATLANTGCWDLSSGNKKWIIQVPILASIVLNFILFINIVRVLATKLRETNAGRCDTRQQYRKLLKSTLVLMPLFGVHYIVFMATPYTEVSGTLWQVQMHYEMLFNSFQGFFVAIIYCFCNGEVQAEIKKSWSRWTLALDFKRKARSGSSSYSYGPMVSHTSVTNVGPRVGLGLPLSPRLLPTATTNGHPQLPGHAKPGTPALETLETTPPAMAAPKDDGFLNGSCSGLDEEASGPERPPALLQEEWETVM
#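 HEK-293-derived GP2 cells expressing PTHR1 and a GloSensor cAMP reporter, 3,000/well, plated overnight, given luciferin plus IBMX (each 0.5 mM as added) for 1 h at 37 °C, then compound for 1 h at 37 °C. Luminescence was read after 15 min at room temperature.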
# aSyn rescue – alpha-synuclein toxicity inhibition in yeast | 370,000 compounds, 0.14% hits | Yeast expressing alpha-synuclein, growth rescue, BacTiter-Glo, 24 h | Potency, µM (doses to about 46.1 µM), for inactives: at the top dose growth rescue (activation), most hits filed as activators | AID 652106; also: potency is read from the fitted curve at half-maximal effect; % of control where 0% means no effect; nearly all actives have a fitted effect of over 65% in size
#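 Galactose-induced alpha-syn yeast (OD600=0.02, raffinose-pregrown) + pinned cpd, 24 hr, 30 deg C; growth by BacTiter-Glo luminescence. Growth restoration scores as activation.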
# DRD3 antagonist – antagonists of human D3 dopamine receptor | P35462 | D3R cells, DiscoveRx beta-arrestin luminescence, antagonist mode; stronger effect = lower value | max response, negative = inhibition, % | 360,000 compounds, 2.5% hits | AID 652054; in the data active = max response below about -50%; inconclusive = no clear call, values can overlap the other calls; also: % is scaled to controls: 0 for no effect and ±100 for the full control effect; mostly tested at two doses, the higher about 12 µM
# Target sequence (P35462 whole entry, looked up): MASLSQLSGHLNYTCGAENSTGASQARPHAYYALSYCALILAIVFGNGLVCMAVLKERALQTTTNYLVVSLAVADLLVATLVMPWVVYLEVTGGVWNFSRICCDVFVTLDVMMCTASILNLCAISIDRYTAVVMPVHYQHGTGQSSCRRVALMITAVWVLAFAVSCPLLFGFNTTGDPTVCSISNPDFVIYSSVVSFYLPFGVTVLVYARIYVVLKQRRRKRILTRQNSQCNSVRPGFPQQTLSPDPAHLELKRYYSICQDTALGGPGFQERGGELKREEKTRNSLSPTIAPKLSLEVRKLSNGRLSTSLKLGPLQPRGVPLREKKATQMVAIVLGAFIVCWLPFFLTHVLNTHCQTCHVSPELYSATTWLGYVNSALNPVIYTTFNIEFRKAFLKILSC
#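 Cells plated overnight at 1500 cells/well, then exposed to library compounds with dopamine controls for 90 minutes at 37 degrees C. DiscoveRx reagent added for 30–60 minutes at room temperature; luminescence read, quantitative HTS format.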
# DRD3 agonist – activates the human D3 dopamine receptor; P35462; D3R DiscoveRx beta-arrestin cells, luminescence, 90 min; max activation, %; 410,000 compounds, 0.58% hits; AID 652048; in the data active = max activation above about 30%; also: 0% is about no effect; mostly tested at two doses, the higher about 12 µM
#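 Agonist-mode cell screen: cells plated at 1500/well and incubated overnight at 37 °C, then exposed to library compounds for 90 min at 37 °C. Detection reagent was added for 30–60 min at room temperature, and luminescence was read.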
# GLP1R inv ag – GLP-1 receptor (human) inverse agonism; Potency, µM (titrated, usually from 38.3 µM), inactives show at the top dose activity change, negative = inhibition, most hits filed as inhibitors; HEK293 GLP-1R CRE-luciferase, luminescence, 24 h; GLP-1R form is constitutively active; 410,000 compounds, 1.6% hits; P43220; also: potency is read from the fitted curve at half-maximal effect; % is scaled to controls: 0 for no effect and ±100 for the full control effect; nearly all actives have a fitted effect of over 55% in size
#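 Inverse agonism was detected as reduced cAMP-driven luciferase luminescence after 24 h compound treatment. The cells were HEK293 clones expressing constitutively active human GLP-1R with the reporter. Reporter-only and GPR119 cell lines served as counterscreen controls.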
# * marks the source's active call; other numbers are inactive results; i = inactive; u = inconclusive; x = not tested or not shown; & = joins results of further samples; ! = not confirmed by another sample; [ ] = another dose, or the depositor's remark. Unless noted, calls follow the shape of the dose curve; as a rule, active = well fitted curve in the direction sought with a large enough effect; inconclusive = small, poorly fitted or top-dose-only effect, or another doubt; inactive = no such curve, though single readings can be large; an effect the other way counts as inactive or inconclusive. Only part of the results is shown, so the mix of outcomes need not match the whole.
item	Molecule	KB-V1 cytotox	HEK293 tox	GLP1R ag	TDP43 rescue	PTHR1 agonist	aSyn rescue	DRD3 antagonist	DRD3 agonist	GLP1R inv ag
1	CC1CCCCC12NC(=O)N(CC(=O)OCC(=O)N(C)C1CCCCC1)C2=O (stereo not drawn)	-5%	1%	-1%	-5%	-43%[inhibitor]	2%	2	2	4%
2	O=C(NCCCN1CCOCC1)c1ccccc1NS(=O)(=O)c1ccc(Br)cc1	u	-4%	0%	0%	-25%	1%	-2	3	8%
3	Brc1ccccc1OCCNCc1ccccc1	-7%	1%	-2%	5%	i	-9%	-71*	4	u
4	O=Cc1sc(Nc2ccccc2)nc1Cl	u	3%	11%	17%	-30%[inhibitor]	4%	-14	-6	-14%
5	Cc1ccc(C(=O)NCc2ccccn2)cc1Cl	-10%	-19%	2%	-7%	i	-9%	-21	-6	14%
6	CCc1cccc(C)c1NC(=O)c1ccc2c(c1)CCN2S(=O)(=O)c1ccc(Cl)cc1	-2%	4%	x	-5%	6%	x	x	-1	-25%
7	Cc1cc(OC(C)C(=O)N2CCN(CCc3ccccn3)CC2)ccc1Cl (stereo not drawn)	u	-9%	x	15%	-17%	x	x	0	-23%
8	Cc1cc(OCC(=O)OCC(=O)c2ccc[nH]2)ccc1Cl	-3%	-7%	11%	-27%	-14%	1%	2	-2	-8%
9	Cc1nc2cncc(Br)c2n1C	u	-1%	11%	12%	i	-7%	-27	2	14%
10	O=C(CSc1ccccc1)Nc1nc2ccccc2[nH]1	u	u	12%	-6%	i	-16%	10	-1	-14%
11	CCOc1ccc(NC(=O)CN2CCN(CC(=O)Nc3ccc(OC)cc3)CC2)cc1	u	-9%&-16%	1%	14%[9.22 µM]	i	3%	18	34*!	-11%&-6%
12	Cc1ccc(Nc2nc(Nc3ccc(C)c(C)c3)nc(N3CCOCC3)n2)cc1C	x	7%	x	16%	-1%	x	x	-6	u
13	O=C1COc2ccc(C(=O)COC(=O)c3nc(Cl)ccc3Cl)cc2N1	2%	-3%	0%	-10%	3%	-13%	-13	-20	13%
14	COc1ccc(S(=O)(=O)N2CCCC2)cc1C(=O)N1CCCCC1	1%	23%	8%	-1%	-3%	-3%	-18	-4	9%
15	C#CCOc1c(Br)cc(/C=N/O)cc1OCC	u	1%	-15%	10%	-15%	-12%	-12	-9	u
16	O=C(CCC1CCCN(C(=O)c2ccc(F)c(F)c2)C1)N1CCN(c2ccccn2)CC1 (stereo not drawn)	u	-9%	3%	16%	-22%	-1%	-2	-8	-19%
17	CC(=O)c1cccc(-c2ccnc3c2CC(C(=O)Nc2ccccc2)O3)c1 (stereo not drawn)	21µM*	4%	0%	-4%	-47%[inhibitor]	2%	0	-11	2%
18	CCOC(=O)c1csc(NC(=O)c2cc(OC)c(OC)c(OC)c2)n1	u	1%	-2%	-5%	-15%[57.5 µM]	-9%	0	4	u
19	O=C(Nc1ccc(F)c([N+](=O)[O-])c1)C1CCCO1 (stereo not drawn)	2%	-1%	8%	6%	i	0%	11	-2	-11%
20	CCC(=O)N1CCCC(C)(C(=O)Nc2ccc(OC)c(F)c2)C1 (stereo not drawn)	3%	2%	3%	u	i	0%	16	9	1%
21	CCOC(=O)C(C)n1cnc2c(nnn2-c2cccc(OC)c2)c1=O (stereo not drawn)	15%	7%	9%	16%	-24%	2%	-58*	7	6%
22	COc1cccc(NC(=O)COc2ccc(S(=O)(=O)NC(C)C)cc2)c1	-29%	-5%	-12%	20%	-13%	3%	11	-1	-14%
23	O=C1CN(C(=O)COC(=O)CNS(=O)(=O)/C=C/c2ccccc2)c2ccccc2N1	13%	-7%	-3%	-3%	i	0%	21	1	0%
24	CN1CCN(CCCNC(=O)CN2C(=O)COc3ccccc32)CC1	-8%	7%	1%	-9%	-24%	0%	-20	-23	-8%
25	CC(C)OC(=O)CC(=O)c1sc2nc3c(cc2c1N)CN(C)CC3	1%	-4%	-3%	8%	-4%	-2%	13	-1	-10%
26	COc1ccc(NC(=O)C2=C(C)Nc3nc(SCc4ccccc4C)nn3C2c2ccc(Br)cc2)cc1 (stereo not drawn)	4%	-4%	x	27%	i	x	x	1	8%
27	COc1cccc(N2CCN(C(=O)c3cc4cc(Cl)ccc4[nH]3)CC2)c1	0%	-6%	2%	13µM*	-7%	u	1	-6	-24%
28	CC1(C(=O)Nc2ccc3c(c2)OCCO3)CSCC(=O)N1CCCn1ccnc1 (stereo not drawn)	8%	-21%	x	8%	i	0%	5	9	13%
29	CC(C)NC(=O)c1cc(-c2cccs2)nc2ccccc12	0%	2%	14%	11%	-4%	-2%	7	-1	-7%
30	CCOc1ccc(N2CC(C(=O)NCCc3ccc(S(N)(=O)=O)cc3)CC2=O)cc1 (stereo not drawn)	21%	10%	12%	-23%	-9%	-6%	-1	-1	-18%
31	CCCCNCCS(=O)(=O)NCc1ccc(OC)cc1	8%	-3%	0%	4%	i	0%	-27	-26	6%
32	COc1cc2ccccc2cc1C(=O)Nc1ccc(S(=O)(=O)Nc2cc(C)on2)cc1	-3%	2%	1%	-18%	i	4%	44	7	14%
33	Cc1cc(C)n(CCN(C)c2nc3nonc3nc2N2CCCCC2)n1	-11%	0%[0.307 µM]	-1%	9%	i	0%	1	7	1%[0.307 µM]
34	COc1ccc(-c2nnc(SCC(=O)Nc3cc(C)on3)n2N)cc1OC	14%	35%	0%	-4%	i	-3%	-4	-9	47%[activator]
35	COc1ccc(NS(=O)(=O)c2ccc3oc4ccccc4c3c2)cn1	u	0%	12%	u	i	22µM*	-9	-7	13%
36	O=C(c1cc(-c2ccccc2)on1)N1CCN(C(=O)c2ccco2)CC1	-18%	3%	-1%	u	-10%[57.5 µM]	2%	3	4	-10%
37	CCCCCCCCN1C(=O)[C@H](CC(=O)N2CCOCC2)C[C@@]2(C(=O)OCC)CCCC=C12	-28%	-19%	-7%	22%	-11%	20%	25	-1	u
38	Cc1ccccc1NS(=O)(=O)c1ccc(Br)s1	u	3%	-2%	u	-20%	x	x	-3	-24%
39	Cc1ccc2cc(C#N)c(N3CCCN(C(=S)NCCCN(C)C)CC3)nc2c1	3%	10%	11%	x	i	7%	-16	-6	u
40	CN(Cc1ccccc1)C(=O)Cn1cccc1C(=O)c1ccccc1	-17%	-6%	1%	8%	-2%	-20%	-18	7	u
41	CCOc1ccc(-n2cc(-c3ccccc3)c3c(=O)[nH]cnc32)cc1	-19%	-12%	12%	u	i	10%	-7	9	u
42	Cc1ccc(CN2C(=O)C(C)Nc3ncnc(N4CCN(c5ccccn5)CC4)c32)cc1 (stereo not drawn)	-9%	4%	-3%	-1%	-10%	5%	-132*	-54	u
43	Cc1ccc(C)c(NC(=O)COC(=O)c2ccc(S(=O)(=O)N3CCCC3)cc2)c1	u	6%	10%	3%	-41%	-3%	-10	-3	8%
44	COc1ccc(C(=O)Nc2cc(C(=O)NCCc3ccccc3)ccc2Cl)cc1	-3%	u	3%	2%	i	2%	11	2	u
45	Cc1cc(C)c(C(=O)/C=C/c2ccc3c(c2)OCO3)c(=O)[nH]1	u	-7%[7.66 µM]	0%	-24%[9.22 µM]	-23%	-2%	8	2	u
46	S=C1NCCN1CC1CCN(CCC23CC4CC(CC(C4)C2)C3)CC1	5%	4%	1%	4%	i	-12%	-16	-40	u
47	Cc1cc(OCc2nnc(SC(C)C(=O)O)n2-c2ccccc2)ccc1Cl (stereo not drawn)	1%	-4%	-7%	-9%	-15%	-1%	-3	-4	7%
48	Cc1ccsc1/C=N/NS(=O)(=O)c1ccc([N+](=O)[O-])cc1	0%	-8%	9%	2%	i	0%	-21	-4	29%
49	CNC(=O)/C(C#N)=C/c1cc(C)n(-c2ccc(N3CCOCC3)cc2)c1C	5%	0%	8%	0%	-22%	-12%	9	2	4%
50	COC(=O)c1cc(COc2ccc3ccc(=O)oc3c2)c(C)o1	-2%	9%	4%	19%	-4%	1%	-68*	-5	11%
51	c1ccc(Oc2cc(-n3cccn3)ncn2)cc1	-7%	11%	3%	u	-11%[57.5 µM]	-1%	7	-2	1%
52	Cc1ccccc1OCc1nnc(SCC(=O)Nc2ccc3c(c2)oc2ccccc23)n1C	-1%	5%	-11%	-20%	i	0%	-14	-3	9%
53	CCNC(=O)Nc1cc2nc(C)n(Cc3ccc(Br)cc3)c2nc1C	u	8%	6%	9%	i	2%	u	3	4%
54	Cc1cccc(C)c1NC(=O)COC(=O)c1c(C)nn(-c2ccccc2)c1C	-18%	16%	3%	8%	-31%[inhibitor]	-1%	-3	-11	-11%
55	O=C(N/C(=C\c1cccs1)C(=O)N1CCOCC1)c1ccco1	3%	2%	0%	15%	-10%	-1%	-3	-1	9%
56	CN1CCCC(CC2c3ccccc3Sc3ccccc32)C1 (stereo not drawn)	18µM*	-22%	-8%	22%	-16%	6%	-68*	-79&-22	u
57	O=C(NCCc1ccc(F)cc1)C(=O)NCC1CCCN1S(=O)(=O)c1ccccc1 (stereo not drawn)	5.8µM*	u	-1%	0%	-8%	-8%	27	5	u
58	COc1cccc(C(=O)/C=C/Nc2ccc(S(=O)(=O)Nc3onc(C)c3C)cc2)c1	1%	2%	-6%	-19%	i	18%	-15	-3	28%
59	CC(=O)Nc1ccc2c(CSc3nnc(N)s3)cc(=O)oc2c1	-5%	4%	-4%	2%	-22%	6%	4	-10	21%
60	CNC(=O)c1cn2c3c(ccc(Cl)c3c1=O)OC(C)C2 (stereo not drawn)	-9%	1%	0%	1%	-18%	-1%	5	5	14%
